High-throughput results from PubChem.
DAX1 inh-1 = DAX1 (NR0B1) inhibition, primary screen. AID 652010. hit rate 1.1% among 370,000. HEK293T StAR-luciferase reporter, SF-1/DAX-1 repression relief. inhibition, % at 6.8 µM;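 active = inhibition above the mean over all tested compounds plus 3 SD, cut at about 3.6% in these data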;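 also: 0% = DAX-1 cells with DMSO and 100% = cells lacking DAX-1 with DMSO; higher inhibition means more luminescence from relief of DAX-1 repression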
hcDAF12 agonist = H. contortus DAF-12 activation, primary screen; hit rate 1.4% among 370,000; AID 652067; activation, % at 6.8 µM; HEK293 hcDAF-12 lit1-tk-luc reporter, luminescence; 0% DMSO, 100% Δ7-dafachronic acid;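 active = activation above the mean of all tested compounds plus 3 SD, cut at about 5.5% in these data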;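 also: 100% = response to 3 µM Δ7-dafachronic acid high control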
ADAM17 inh = inhibitors of human ADAM17 | P78536 | recombinant ADAM17, EDANS/DABCYL FRET peptide cleavage | inhibition, % at 6.95 µM | hit rate 0.83% among 370,000 | AID 720648;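 active = inhibition above the mean of compounds lying between control limits plus 3 SD, set per campaign, cut at about 8.5% in these data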;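 also: 0% = DMSO-only wells as the low control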
PLCg1 inh = inhibitors of human phospholipase C gamma1; purified PLC-gamma1, fluorogenic substrate, fluorescence; inhibition, % at 12.2 µM; hit rate 0.84% among 370,000; AID 720700; in the data active = inhibition above about 9.5%
Target sequence (P19174 whole entry, looked up): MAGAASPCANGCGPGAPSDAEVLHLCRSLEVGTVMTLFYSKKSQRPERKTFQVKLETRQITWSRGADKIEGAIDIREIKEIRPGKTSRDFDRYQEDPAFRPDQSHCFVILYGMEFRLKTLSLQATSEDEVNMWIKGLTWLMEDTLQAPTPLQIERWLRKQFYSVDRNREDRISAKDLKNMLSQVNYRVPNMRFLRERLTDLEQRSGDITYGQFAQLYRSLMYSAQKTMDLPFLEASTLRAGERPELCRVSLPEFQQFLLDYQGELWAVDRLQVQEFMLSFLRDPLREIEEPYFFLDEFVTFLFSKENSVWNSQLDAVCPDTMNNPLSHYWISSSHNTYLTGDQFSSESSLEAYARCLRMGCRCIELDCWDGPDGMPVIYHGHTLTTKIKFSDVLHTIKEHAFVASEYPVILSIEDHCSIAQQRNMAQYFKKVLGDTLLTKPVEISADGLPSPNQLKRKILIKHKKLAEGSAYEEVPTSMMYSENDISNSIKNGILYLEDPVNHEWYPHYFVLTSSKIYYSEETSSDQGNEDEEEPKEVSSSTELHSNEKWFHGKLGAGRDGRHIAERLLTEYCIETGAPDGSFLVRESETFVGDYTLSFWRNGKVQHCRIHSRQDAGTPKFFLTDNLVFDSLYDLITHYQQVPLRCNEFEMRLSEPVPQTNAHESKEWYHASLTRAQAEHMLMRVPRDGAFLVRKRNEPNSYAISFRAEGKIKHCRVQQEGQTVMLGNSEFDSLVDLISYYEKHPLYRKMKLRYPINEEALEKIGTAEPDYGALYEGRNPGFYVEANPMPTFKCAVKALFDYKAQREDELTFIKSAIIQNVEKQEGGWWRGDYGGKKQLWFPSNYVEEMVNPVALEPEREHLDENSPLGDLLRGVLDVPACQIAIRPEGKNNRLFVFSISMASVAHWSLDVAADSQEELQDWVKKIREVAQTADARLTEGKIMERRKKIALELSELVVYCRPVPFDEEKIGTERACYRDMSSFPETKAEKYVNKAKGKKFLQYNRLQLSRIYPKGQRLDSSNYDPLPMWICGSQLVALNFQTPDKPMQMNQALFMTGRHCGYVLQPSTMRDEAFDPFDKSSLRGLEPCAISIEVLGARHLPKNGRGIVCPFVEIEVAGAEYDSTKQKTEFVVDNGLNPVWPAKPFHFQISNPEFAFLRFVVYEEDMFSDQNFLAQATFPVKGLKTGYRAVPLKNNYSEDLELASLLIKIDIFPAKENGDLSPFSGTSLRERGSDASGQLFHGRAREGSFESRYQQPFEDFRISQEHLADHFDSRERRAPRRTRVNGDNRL
ssDAF-12 act = S. stercoralis DAF-12 activation, primary screen | HEK293 ssDAF-12/GRIP1 lit1-tk-luc reporter, luminescence; % of 3 µM dafachronic acid response | activation, % at 6.8 µM | hit rate 1% among 370,000;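 active = activation above the mean over all tested compounds plus 3 SD, cut at about 0.9% in these data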;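 also: 0% = DMSO-only wells and 100% = 3 µM delta7-dafachronic acid wells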
PLC-beta3 inh = PLC-beta3 (human) inhibition, primary screen; Q01970; Purified PLC-beta3, fluorogenic substrate, fluorescence; inhibition, % at 12.2 µM; hit rate 0.18% among 370,000; AID 720704; in the data active = inhibition above about 11%;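 also: 0% = median of compound wells on plate and 100% = full blocker control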
NR1D1 modulator = modulates human Rev-erb alpha binding to DNA; activity, % at 10 µM; P20393; hit rate 0.79% among 370,000; Rev-erbα–FITC-DNA binding, fluorescence polarization, 90 min; AID 1259318;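 active = activity above about 14%, limit read from the data; passing the limit was not always enough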;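 also: 0% = DMSO wells with 35 nM protein and 100% = DMSO wells with 750 nM protein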
hgDAF12 agonist = hgDAF-12 agonism, primary luciferase screen; HEK293 GAL4-hgDAF12 UAS-luciferase reporter, agonist luminescence; normalized to butyrate control; activation, % at 6.8 µM; hit rate 1.8% among 370,000;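 active = activation above a cutoff set at the mean of all screened compounds plus 3 SD, cut at about 10% in these data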;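 also: 0% = DMSO wells and 100% = sodium butyrate wells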
DAX1 inh-2 = NR0B1 (DAX1) inhibition; HEK293 Gal4-DAX1 luciferase reporter, luminescence; P51843; hit rate 0.99% among 340,000; inhibition, % at 6.75 µM; AID 504766;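 active = inhibition above the mean over all tested compounds plus 3 SD, cut at about 4.2% in these data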;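 also: 0% = DAX1-transfected cells with DMSO and 100% = empty-vector control cells with DMSO; inhibition shows as a rise in luminescence from relieved DAX1 repression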
SMARCA2 activ = increases SMARCA2 function in MMTV reporter cells; MG213 cells, MMTV-luciferase reporter, dexamethasone, overnight; activation, % at 9.1 µM; hit rate 1% among 370,000; in the data active = activation above about 7.8%;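 also: 0% = vehicle wells and 100% = reference activator wells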
MBD2 inh = inhibitors of human MBD2 binding to methylated oligonucleotide; Q9UBB5; TR-FRET; inhibition, % at 4.4 µM; hit rate 0.31% among 370,000; in the data active = inhibition above about 13%
* marks the source's active call; other numbers are inactive results.

How did O=C(N/N=C/c1ccccc1F)c1ccc(COc2ccccc2Cl)o1 do in these assays?
DAX1 inh-1: 0.0; hcDAF12 agonist: -0.4; ADAM17 inh: 7; PLCg1 inh: -26; ssDAF-12 act: -1.6; PLC-beta3 inh: -2; NR1D1 modulator: 1; hgDAF12 agonist: -0.8; DAX1 inh-2: 1.2; SMARCA2 activ: -3; MBD2 inh: 0

What do the screens show for `CCn1nc(C)c(CN2CCc3c([nH]c4ccccc34)C2C(C)(C)C)c1C` (centres undefined)?
DAX1 inh-1: -0.1; hcDAF12 agonist: 2.8; ADAM17 inh: -3; PLCg1 inh: -24; ssDAF-12 act: -0.7; PLC-beta3 inh: -30; NR1D1 modulator: 1; hgDAF12 agonist: -1.1; DAX1 inh-2: 0.2; SMARCA2 activ: -2; MBD2 inh: 2

What do the screens show for `O=C(Nc1ccc(Cl)cc1Cl)c1ccc(Br)o1`?
DAX1 inh-1: 1.0; hcDAF12 agonist: 8.2*; ADAM17 inh: -3; PLCg1 inh: 1; ssDAF-12 act: 0.1; PLC-beta3 inh: -11; NR1D1 modulator: 1; hgDAF12 agonist: 8.3; DAX1 inh-2: 2.0; SMARCA2 activ: 4; MBD2 inh: 6

What do the screens show for `CCN1C(=O)[C@H]2[C@@H](c3ccc(C)cc3)N3C(=O)N(c4cccc(C)c4)C(=O)[C@@]3(Cc3ccccc3)[C@H]2C1=O`?
DAX1 inh-1: 0.7; hcDAF12 agonist: 0.9; ADAM17 inh: -2; PLCg1 inh: -1; ssDAF-12 act: -1.1; PLC-beta3 inh: 4; NR1D1 modulator: 2; hgDAF12 agonist: 2.2; DAX1 inh-2: -0.3; SMARCA2 activ: 1; MBD2 inh: -1

What do the screens show for `COCCNC(=O)CSc1nc2cc3c(cc2c(=O)n1Cc1ccco1)OCO3`?
DAX1 inh-1: 1.5; hcDAF12 agonist: -0.3; ADAM17 inh: -4; PLCg1 inh: 1; ssDAF-12 act: -1.7; PLC-beta3 inh: 0; NR1D1 modulator: 3; hgDAF12 agonist: -2.1; DAX1 inh-2: -0.3; SMARCA2 activ: -2; MBD2 inh: 1

Results for CC1=C(C(=O)OCCOC(C)C)C(c2cccnc2)C2=C(CCCC2=O)N1 (centres undefined) ?
DAX1 inh-1: -0.3; hcDAF12 agonist: -1.6; ADAM17 inh: -169; PLCg1 inh: -226; ssDAF-12 act: -1.3; PLC-beta3 inh: -272; NR1D1 modulator: 1; hgDAF12 agonist: 4.2; DAX1 inh-2: 0.0; SMARCA2 activ: 1; MBD2 inh: -7

Results for O=C(Nc1ccc(Cl)cc1)Nc1nc(-c2sccc2Br)cs1 ?
DAX1 inh-1: -0.2; hcDAF12 agonist: 0.2; ADAM17 inh: -3; PLCg1 inh: 2; ssDAF-12 act: -0.7; PLC-beta3 inh: -3; NR1D1 modulator: 0; hgDAF12 agonist: 2.3; DAX1 inh-2: -0.6; SMARCA2 activ: 0; MBD2 inh: 3

What do the screens show for `O=C(COc1ccc(F)cc1)NN1C(=O)CSC1=S`?
DAX1 inh-1: 0.2; hcDAF12 agonist: -1.0; ADAM17 inh: 2; PLCg1 inh: -7; ssDAF-12 act: -1.6; PLC-beta3 inh: -10; NR1D1 modulator: 2; hgDAF12 agonist: -1.0; DAX1 inh-2: 0.4; SMARCA2 activ: 1; MBD2 inh: -2

What do the screens show for `CCC1(CC)NC(=O)N(CC(=O)OCC(=O)Nc2ccccc2[N+](=O)[O-])C1=O`?
DAX1 inh-1: 1.1; hcDAF12 agonist: -0.4; ADAM17 inh: -4; PLCg1 inh: 0; ssDAF-12 act: -1.0; PLC-beta3 inh: -3; NR1D1 modulator: -4; hgDAF12 agonist: 0.1; DAX1 inh-2: 0.0; SMARCA2 activ: -1; MBD2 inh: -1

Results for COc1ccc(CN2C(=O)CCCc3ccccc32)cc1 ?
DAX1 inh-1: -0.4; hcDAF12 agonist: -0.1; ADAM17 inh: 0; PLCg1 inh: 0; ssDAF-12 act: -0.7; PLC-beta3 inh: -3; NR1D1 modulator: -2; hgDAF12 agonist: -2.3; DAX1 inh-2: 2.8; SMARCA2 activ: 1; MBD2 inh: 1

What do the screens show for `CC(NC(=O)Cc1ccc(NS(=O)(=O)c2cccc(C(F)(F)F)c2)cc1)c1ccccn1` (centres undefined)?
DAX1 inh-1: -0.6; hcDAF12 agonist: -1.6; ADAM17 inh: 3; PLCg1 inh: 0; ssDAF-12 act: -0.7; PLC-beta3 inh: -5; NR1D1 modulator: 0; hgDAF12 agonist: -1.1; DAX1 inh-2: -1.3; SMARCA2 activ: -3; MBD2 inh: 0

What do the screens show for `COc1ccc(C(=O)NCc2ncccc2C)cc1OC1CCN(C(C)=O)CC1`?
DAX1 inh-1: 1.3; hcDAF12 agonist: -0.2; ADAM17 inh: -1; PLCg1 inh: 2; ssDAF-12 act: -1.0; PLC-beta3 inh: -4; NR1D1 modulator: -8; hgDAF12 agonist: 0.7; DAX1 inh-2: 0.6; SMARCA2 activ: -2; MBD2 inh: -2

How did Cc1ccc(C(=O)n2cnnc2N)cc1C do in these assays?
DAX1 inh-1: 0.2; hcDAF12 agonist: 0.7; ADAM17 inh: 1; PLCg1 inh: 5; ssDAF-12 act: -0.7; PLC-beta3 inh: 5; NR1D1 modulator: -1; hgDAF12 agonist: 0.1; DAX1 inh-2: 0.3; SMARCA2 activ: -2; MBD2 inh: -1

Results for Cc1cc(=O)oc(C)c1C(=O)NCC1COc2ccccc2O1 (centres undefined) ?
DAX1 inh-1: -0.7; hcDAF12 agonist: -1.6; ADAM17 inh: -3; PLCg1 inh: -6; ssDAF-12 act: -2.0; PLC-beta3 inh: -4; NR1D1 modulator: 1; hgDAF12 agonist: 1.4; DAX1 inh-2: 0.8; SMARCA2 activ: -4; MBD2 inh: -3

Results for O=C(CNC(=O)c1ccccc1)OCC(=O)N1N=C(c2ccc(Cl)cc2)CC1c1ccco1 (centres undefined) ?
DAX1 inh-1: -0.2; hcDAF12 agonist: 0.2; ADAM17 inh: 0; PLCg1 inh: 2; ssDAF-12 act: -0.5; PLC-beta3 inh: 4; NR1D1 modulator: -1; hgDAF12 agonist: 1.9; DAX1 inh-2: 1.0; SMARCA2 activ: 0; MBD2 inh: -2

A draw from above in order of count of non-hydrogen atoms, ascending.
What do the screens show for `CCn1nc(C)c(CN2CCc3c([nH]c4ccccc34)C2C(C)(C)C)c1C` (centres undefined)?
DAX1 inh-1: -0.1; hcDAF12 agonist: 2.8; ADAM17 inh: -3; PLCg1 inh: -24; ssDAF-12 act: -0.7; PLC-beta3 inh: -30; NR1D1 modulator: 1; hgDAF12 agonist: -1.1; DAX1 inh-2: 0.2; SMARCA2 activ: -2; MBD2 inh: 2

What do the screens show for `CCC1(CC)NC(=O)N(CC(=O)OCC(=O)Nc2ccccc2[N+](=O)[O-])C1=O`?
DAX1 inh-1: 1.1; hcDAF12 agonist: -0.4; ADAM17 inh: -4; PLCg1 inh: 0; ssDAF-12 act: -1.0; PLC-beta3 inh: -3; NR1D1 modulator: -4; hgDAF12 agonist: 0.1; DAX1 inh-2: 0.0; SMARCA2 activ: -1; MBD2 inh: -1

What do the screens show for `COc1ccc(C(=O)NCc2ncccc2C)cc1OC1CCN(C(C)=O)CC1`?
DAX1 inh-1: 1.3; hcDAF12 agonist: -0.2; ADAM17 inh: -1; PLCg1 inh: 2; ssDAF-12 act: -1.0; PLC-beta3 inh: -4; NR1D1 modulator: -8; hgDAF12 agonist: 0.7; DAX1 inh-2: 0.6; SMARCA2 activ: -2; MBD2 inh: -2

Further structures.
What do the screens show for `O=C(Nc1ccccc1Cl)c1cc(C2CCCCN2C(=O)c2cccs2)on1` (centres undefined)?
DAX1 inh-1: -1.1; hcDAF12 agonist: -2.2; ADAM17 inh: 2; PLCg1 inh: -2; ssDAF-12 act: -1.7; PLC-beta3 inh: 4; NR1D1 modulator: -1; hgDAF12 agonist: -3.7; SMARCA2 activ: -2; MBD2 inh: -5

Results for Nc1nc(-c2ccco2)nn1S(=O)(=O)c1ccc(Cl)cc1 ?
DAX1 inh-1: 0.7; hcDAF12 agonist: -1.0; ADAM17 inh: 1; PLCg1 inh: 5; ssDAF-12 act: -1.8; PLC-beta3 inh: 0; NR1D1 modulator: -3; hgDAF12 agonist: 0.2; DAX1 inh-2: 1.5; SMARCA2 activ: 2; MBD2 inh: 0

How did Cc1cccc(C)c1NC(=O)CNC(=O)Cc1ccc(Br)cc1 do in these assays?
DAX1 inh-1: 0.4; hcDAF12 agonist: -1.5; ADAM17 inh: 0; PLCg1 inh: 3; ssDAF-12 act: -1.6; PLC-beta3 inh: -2; NR1D1 modulator: 0; hgDAF12 agonist: 0.5; DAX1 inh-2: -1.2; SMARCA2 activ: 3; MBD2 inh: 3

Results for COc1cccc(Cn2nnc(C(=O)Nc3cc(Cl)ccc3OC)c2N)c1 ?
DAX1 inh-1: 0.2; hcDAF12 agonist: -1.4; ADAM17 inh: 5; PLCg1 inh: -2; ssDAF-12 act: -0.7; PLC-beta3 inh: 2; NR1D1 modulator: 12; hgDAF12 agonist: -2.4; DAX1 inh-2: -0.9; SMARCA2 activ: -2; MBD2 inh: -1

How did Cc1cccnc1NC(=O)Nc1cccc(F)c1 do in these assays?
DAX1 inh-1: 2.3; hcDAF12 agonist: 4.0; ADAM17 inh: 0; PLCg1 inh: 2; ssDAF-12 act: -0.1; PLC-beta3 inh: 3; NR1D1 modulator: 0; hgDAF12 agonist: 11*; DAX1 inh-2: 1.7; SMARCA2 activ: 3; MBD2 inh: 4

Results for CC(OC(=O)c1cc(-c2cccnc2)nc2ccccc12)C(=O)Nc1ccc2ccccc2c1 (centres undefined) ?
DAX1 inh-1: -0.8; hcDAF12 agonist: 1.4; ADAM17 inh: -3; PLCg1 inh: 0; ssDAF-12 act: -1.1; PLC-beta3 inh: -1; NR1D1 modulator: 2; hgDAF12 agonist: -4.2; DAX1 inh-2: -0.8; SMARCA2 activ: -2; MBD2 inh: -1

What do the screens show for `CCOC(=O)c1[nH]c(C)c(C(=O)NCCN2CCOCC2)c1C`?
DAX1 inh-1: -0.6; hcDAF12 agonist: -1.9; ADAM17 inh: 0; PLCg1 inh: -2; ssDAF-12 act: -1.1; PLC-beta3 inh: 0; NR1D1 modulator: 4; hgDAF12 agonist: 1.6; DAX1 inh-2: 0.8; SMARCA2 activ: 0; MBD2 inh: 2

How did CC(=O)c1cccc(NC(=O)C(C)OC(=O)CCC2CCCCC2)c1 (centres undefined) do in these assays?
DAX1 inh-1: -2.4; hcDAF12 agonist: 0.7; ADAM17 inh: -1; PLCg1 inh: 3; ssDAF-12 act: -0.9; PLC-beta3 inh: -6; NR1D1 modulator: -1; hgDAF12 agonist: 4.8; DAX1 inh-2: 0.1; SMARCA2 activ: 0; MBD2 inh: -7

What do the screens show for `Cc1sc2nc(C)n(/N=C/c3ccccc3)c(=O)c2c1C`?
DAX1 inh-1: 0.0; hcDAF12 agonist: -1.6; ADAM17 inh: -2; PLCg1 inh: 1; ssDAF-12 act: -1.9; PLC-beta3 inh: 2; NR1D1 modulator: 3; hgDAF12 agonist: 0.6; DAX1 inh-2: -0.6; SMARCA2 activ: -1; MBD2 inh: 2

Results for CC(C)(C)SCCNC(=O)CN(c1ccc(F)cc1)S(C)(=O)=O ?
DAX1 inh-1: -0.1; hcDAF12 agonist: -1.5; ADAM17 inh: 4; PLCg1 inh: 8; ssDAF-12 act: -1.2; PLC-beta3 inh: 5; NR1D1 modulator: 13; hgDAF12 agonist: -1.4; DAX1 inh-2: -0.9; SMARCA2 activ: 3; MBD2 inh: -4
